# SENP8 block: human SENP8 protease inhibitors, primary screen, biochemical, fluorescence, Nedd8 protein substrate, uHTS; Sentrin-specific protease 8 (Homo sapiens), Q96LD8; recombinant SENP8; inhibition, % at 20 µM; 0.64% of 360,000 active; AID 602440, 2012; in the data active = inhibition mostly above about 40%, no sharp cut-off; inactive = mostly below about 27%
# Target sequence (Q96LD8 whole entry, looked up): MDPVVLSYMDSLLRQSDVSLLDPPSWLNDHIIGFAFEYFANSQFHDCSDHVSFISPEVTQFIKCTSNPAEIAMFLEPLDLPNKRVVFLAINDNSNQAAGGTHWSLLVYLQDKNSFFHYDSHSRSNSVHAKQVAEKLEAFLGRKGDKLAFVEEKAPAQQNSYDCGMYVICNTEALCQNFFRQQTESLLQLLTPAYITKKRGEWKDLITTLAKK
# ATG4B inh: ATG4B protease inhibitors, primary screen, biochemical, fluorescence, uHTS; ATG4B cleavage of LC3-PLA2, NBD-HPC fluorescence, 1 h; inhibition, % at 8.33 µM; 0.51% of 340,000 active; in the data active = inhibition above about 40%
# MPTP block: mitochondrial permeability transition pore inhibitors, primary screen, biochemical, isolated mouse mitochondria, absorbance | Ca2+ swelling absorbance, 30 min | inhibition, % at 10 µM | 1.4% of 360,000 active;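 active = inhibition of 50% or more, scaled per plate between neutral and stimulator controls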;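 note: 0% = DMSO wells given calcium and 100% = 1 mM EGTA wells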
# NR3A LBD binder: binders of NR3A ligand-binding domain, primary screen, biophysical, differential scanning fluorimetry, uHTS; Glutamate receptor ionotropic, NMDA 3A (GRIN3A) ligand-binding domain; NR3A LBD differential scanning fluorimetry, Tm shift; 0% = protein alone, 100% = glycine-bound protein; Tm shift relative to glycine control, % at 25 µM; 2.5% of 340,000 active;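 active = melting temperature shift of at least 10% of the positive control shift, at one fixed dose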
# PfG6PD inh: PfG6PD enzyme inhibitors, primary screen, biochemical, fluorescence intensity, uHTS; PfGluPho enzyme, NADPH resazurin-diaphorase fluorescence; inhibition, % at 20 µM; 0.78% of 350,000 active; AID 504690, 2011;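 active = inhibition reaching at least a set limit at 20 µM in the primary screen, cut at about 59% in these data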;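 note: 0% = DMSO wells with substrate and 100% = DMSO wells lacking glucose-6-phosphate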
# SENP6 inh: SENP6 protease inhibitors, primary screen, biochemical, luminescence, uHTS; Sentrin-specific protease 6 (Homo sapiens), Q9GZR1; Recombinant SENP6 catalytic domain, aminoluciferin luminescence; inhibition, % at 10 µM; 1.8% of 330,000 active;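 active = inhibition above about 50% at the single tested dose, limit read from the data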;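 note: plate controls were DMSO wells with enzyme for no effect and DMSO wells lacking enzyme for full effect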
# hIAP activ: human IAP activators, primary screen, biochemical, luminescence, uHTS | Intestinal-type alkaline phosphatase (Homo sapiens), P09923 | purified human IAP, CDP-Star luminescence, 30 min; active compounds read high; 1 = vehicle-only enzyme, 0 = enzyme-free background | activation factor at 10 µM | 0.16% of 330,000 active;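 active = activation factor of the enzyme at least 2-fold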; note: the source names both 10 and 20 µM as test concentration; values of inactives mirror those of a sister screen read the other way
# Target sequence (P09923 whole entry, looked up): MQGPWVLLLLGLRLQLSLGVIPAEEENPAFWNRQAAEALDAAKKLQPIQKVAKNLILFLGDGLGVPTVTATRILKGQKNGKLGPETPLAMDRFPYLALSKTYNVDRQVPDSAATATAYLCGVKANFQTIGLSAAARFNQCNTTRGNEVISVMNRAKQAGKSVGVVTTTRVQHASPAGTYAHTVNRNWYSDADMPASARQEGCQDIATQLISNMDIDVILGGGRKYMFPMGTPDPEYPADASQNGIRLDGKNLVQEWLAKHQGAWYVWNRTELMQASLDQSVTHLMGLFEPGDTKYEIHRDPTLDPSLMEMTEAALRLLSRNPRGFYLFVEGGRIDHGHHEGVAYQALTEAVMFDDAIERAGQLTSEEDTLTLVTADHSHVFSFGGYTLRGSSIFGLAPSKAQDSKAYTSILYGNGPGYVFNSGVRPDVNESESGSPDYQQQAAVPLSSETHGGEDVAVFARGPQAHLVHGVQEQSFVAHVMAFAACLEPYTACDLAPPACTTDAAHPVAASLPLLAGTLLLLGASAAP
# SENP1 FRET inh: human SENP1 catalytic domain inhibitors, primary screen, biochemical, FRET, uHTS. Sentrin-specific protease 1 (Homo sapiens), Q9P0U3. recombinant SENP1 catalytic domain, CyPet-SUMO1-YPet FRET cleavage. inhibition, % at 10 µM. 0.21% of 360,000 active;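 active = inhibition at least 30% at 10 µM, raw YFP signal under a set limit, fluorescence ratio 0.5 to 1.5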;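 note: 0% = enzyme with DMSO and 100% = no enzyme wells; some results filed as inactive read as strong as hits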
# Target sequence (Q9P0U3 419-644 limits assumed): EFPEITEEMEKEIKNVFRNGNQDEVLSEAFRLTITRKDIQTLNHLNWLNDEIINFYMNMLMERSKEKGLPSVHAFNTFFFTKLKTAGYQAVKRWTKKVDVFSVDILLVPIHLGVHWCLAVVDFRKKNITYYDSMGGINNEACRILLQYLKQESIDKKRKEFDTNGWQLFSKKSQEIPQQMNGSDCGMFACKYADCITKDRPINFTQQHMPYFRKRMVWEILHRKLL
#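 System: Recombinant human SENP1 catalytic domain, His6-tagged | Incubation: Enzyme reaction for 50 min at room temperature, dark | Medium: Tris pH 8 with BME, BSA, NP40 and catalase | Also added: 25 nM SUMO1 FRET substrate | Compound: 10 µM single point, 0.5% DMSO | Measured by: FRET fluorescence in CFP and YFP emission channels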
# * = called active by the depositor; i = inactive; / = no result given; & = joins results of further samples. Outcome played no part in choosing rows (roughly 6.7% active in at least one column).
SMILES,SENP8 block,ATG4B inh,MPTP block,NR3A LBD binder,PfG6PD inh,SENP6 inh,hIAP activ,SENP1 FRET inh
CC(C)(C)c1ccc(OCCC(=O)OCC(=O)NC2CCS(=O)(=O)C2)cc1 (stereo not given),8,6,-0.6,-2,-11,-1,0.87,1
Cc1ccccc1-n1nnnc1SCC(=O)N(C)C1CCS(=O)(=O)C1 (stereo not given),-1,-5,-3.0,0,3,-14,1,0
Cc1cccc(NC(=O)c2sc(Cl)nc2C)c1C,23,3,28,-7,-7,-13,0.87,1
CC1CN(CCCCOc2ccc(F)cc2)CC(C)O1 (stereo not given),-1,-6,-2.1,-2,-2,-6,0.84,2
COc1ccc(C2=Nn3c(nnc3C(F)(F)F)SC2)cc1,20,4,-0.2,-2,5,-17,0.97,0
O=C(NC1CC1)c1ccc2c(c1)C1C3CCC(C3)C1C(c1ccccc1)N2 (stereo not given),12,-4,-1.5,-2,6,5,0.95,0
Cc1cc(C)n(-c2ccc(C(=O)Nc3nc4ccccc4s3)cc2)n1,-300,-7,-2.1,15*,-12,22,1,4
C/C(=C/C(=O)N1CCN(C)CC1)C(=O)O,11,-6,0.3,0,2,/,/,2
Cc1ccc(-c2cc(-c3ccco3)c3c(N)c(C(=O)NN)oc3n2)cc1,-248,-26,2.8,-4,14,17,1.1,-32
O=C(O)CSCNC(=O)CC12CC3CC(CC(C3)C1)C2,0,-4,-0.6,0,-5,4,0.88,1
Cc1noc(C)c1NC(=O)Nc1ccc2c(c1)C(=O)N([C@H](C)CO)C[C@H](C)[C@@H](CN(C)S(=O)(=O)c1c(C)noc1C)O2,0,-3,1.1,0,-11,2,1.1,0
Cc1ccccc1Oc1ncnc2oc(-c3ccccc3)cc12,-71,7,-0.5,2,-6,-8,1.2,-21
COc1ccccc1NC(=O)NNC(=O)c1ccc2ccccc2c1O,-429,-4,1.1,-6,-5,-9,1.1,-2
NC(=O)NC(=O)CSc1nnc(-c2ccc(Cl)cc2)n1CC1CCCO1 (stereo not given),14,5,-2.7,0,-10,-1,0.98,2
COC(=O)Nc1ccc(Oc2ccccc2)cc1,8,17,5.0,1,12,-19,1.1,3
COc1ccc(/C=C/C(=O)NCc2nc3ccccc3[nH]2)cc1OC,-330,-16,-1.1,-1,4,20,0.99,-7
C/C(Cc1ccccc1)=N\NC(=O)CNC(=O)c1ccc(Br)cc1,23,-8,0.1,0,-6,-13,1.1,1
C/C(Sc1nnc(Cc2ccccc2)o1)=C(/O)c1ccccc1,14,14,-0.5,-7,-14,-15,1.1,0
CC(C[N+](C)(C)C)OC(=O)C1(c2ccccc2)CCCC1 (stereo not given),9,4,0.8,1,-4,15,1.1,0
Cc1cc(NC(=O)C(C)Oc2ccccc2)no1 (stereo not given),-1,-1,-0.5,1,-8,4,1,-1
O=c1c(-c2ccc(Br)cc2)[n+]([O-])c2ccccc2n1OCc1ccccn1,-69,-5,0.8,-2,-1,6,0.82,4
COc1ccc(C(=O)NCC(=O)OCC(=O)N2CC(C)CC(C)C2)cc1 (stereo not given),27,-16,0.7,1,8,15,1.1,1
O=C(Nc1ccc(N2CCN(C(=O)c3ccco3)CC2)c(Cl)c1)c1c(F)c(F)c(F)c(F)c1F,18,-4,2.0,-6,21,9,1.1,0
CC(C)c1ccccc1NS(=O)(=O)c1cccs1,11,-13,0.0,0,21,-11,1.1,0
CC(=O)NC1=NN(C(C)=O)C(C)(c2ccccc2)S1 (stereo not given),8,13,-0.8,2,-11,-26,1.2,1

# Following part.
SMILES,SENP8 block,ATG4B inh,MPTP block,NR3A LBD binder,PfG6PD inh,SENP6 inh,hIAP activ,SENP1 FRET inh
C/C(=N\NC(=O)Cc1c[nH]c2ccccc12)c1ccc2ccccc2c1,4,0,-0.2,15*,10,-8,0.97,-1
COCCNC(=O)COC(=O)c1ccc(S(=O)(=O)N2CCOCC2)cc1,-6,6,-1.2,2,-10,-12,0.87,0
CCc1c(O)nc(SCC(=O)Nc2cc(C)on2)n(-c2ccccc2)c1=O,1,4,-0.1,2,-4,-7,0.85,1
O=C(Nc1cccc([N+](=O)[O-])c1)C1C2/C=C\CCCCC21 (stereo not given),8,-1,4.4,3,12,-19,1.1,5
Cc1cc(C)n(CC(=O)O)c(=O)c1[N+](=O)[O-],12,3,-0.3,-1,1,17,1,1
COc1ccc(CCNC(=O)c2ccc(N(C)S(=O)(=O)c3ccc(C)cc3)cc2)cc1OC,6,-9,-0.5,1,20,-26,1.1,-3
COc1ccc2c(c1OC)C(=O)N1C2SC(C)(C)[C@H]1C(=O)NCC(C)C (stereo not given in full),-101,-7,-0.4,-1,6,-1,1.1,0
CCN1C(=O)/C(=C2/Sc3ccccc3N2CCCS(=O)(=O)O)SC1=S,-4&-6,15&8,-4.5&0.3,-5&-10,18&10,-6&-15,0.78&0.92,-25&-26
CCN(CC)CCN(C)C1CCC(c2ccccc2)CC1 (stereo not given),7,-5,0.0,0,0,/,/,3
Cc1nn(CCc2n[nH]c(=S)n2C2CCCCC2)c(C)c1Br,17,5,-0.9,5,33,14,0.93,1
CSc1n[nH]c(=O)n1-c1ccc(Cl)cc1,11,-9,-0.8,6,-1,-14,1.2,-2
NS(=O)(=O)c1ccc(Nc2ccccc2)c([N+](=O)[O-])c1,30,-4,0.1,7,6,13,0.89,2
CCN(CC(=O)NCCc1ccc(S(N)(=O)=O)cc1)Cc1nc2ccccc2c(=O)[nH]1,-5,-15,-2.8,-1,3,-3,1.7,-17
Cc1ccc(-c2cc(C(=O)N/N=C/c3cccnc3)n[nH]2)o1,20,1,-0.5,0,-8,-6,1.2,2
Cc1ccccc1CN1CCN(C2CCC2)CC1CCO (stereo not given),4,-2,-0.1,2,14,-14,1,-1
COC(=O)c1ncn(C2OC(COC(C)=O)C(OC(C)=O)C2OC(C)=O)n1 (stereo not given),16,-2,-0.8,0,-9,5,1,0
Cn1c(=O)c2c(nc(Sc3n[nH]c(N)n3)n2Cc2ccccc2Cl)n(C)c1=O,9,-3,-1.8,-2,-14,-10,1.2,2
Cc1nc2ccc(C(=O)Nc3ccc4nc[nH]c4c3)cc2[nH]1,5,-2,-1.3,-1,4,17,1.2,0
Cc1ccccc1-c1cccc([C@@H]2C[C@H]3[C@H](CON3C)CN2Cc2cc(Cl)cc(Cl)c2)c1,6,4,-0.7,1,-1,/,/,-3
CC(C)CNc1nc(N)c([N+](=O)[O-])c(NCc2ccccc2)n1,21,6,2.7,1,-3,-8,1,-2
COc1ccc(CCNC(=O)c2ccc(N3CCCC3=O)cc2)cc1OC,0,-4,1.4,-2,17,-1,1,3
CCn1ccc(C(=O)Nc2ccc(N(C)C(C)=O)cc2)n1,28,0,0.7,0,-7,8,1.1,3
CCC(CC)C(=O)Nc1ccc(C)cc1O,17,-3,-0.4,0,3,-5,0.98,1
C/C(=N\NC(=O)c1ccccc1O)c1ccc(Br)s1,-43,-2,18,-11,17,2,0.96,1
CCc1ccc(C(=O)NCc2ccc(Cl)cc2Cl)cc1,7,29,7.8,-8,4,11,1.2,2

# More compounds:
SMILES,SENP8 block,ATG4B inh,MPTP block,NR3A LBD binder,PfG6PD inh,SENP6 inh,hIAP activ,SENP1 FRET inh
CC1CCCCC1Nc1nc2ccc(Cl)cc2n2cnnc12 (stereo not given),-98,-6,-0.7,0,10,-5,1,1
Cn1cnnc1SCCCN1C(=O)c2cccc3cccc(c23)C1=O,-156,-9,0.7,-4,5,-22,0.91,-3
CCCCCc1cc(=O)oc2c(C(CCN3CCCC(C)C3)c3ccc(OC)cc3)c(OC)cc(OC)c12 (stereo not given),i,24,3.1,-1,18,-18,1.1,2
CN(C(=O)COC(=O)c1ccccc1NCCO)C1CCS(=O)(=O)C1 (stereo not given),i,7,-3.6,1,-1,5,0.96,-5
COC(=O)CN1C(=O)N/C(=C/c2ccc(OC)c(C)c2OC)C1=O,-64,1,-1.9,3,3,6,0.98,-1
Cc1ccc(C2(C(=O)N3CCC(n4nc(-c5ccccc5)oc4=O)CC3)CC2)cc1,10,-14,-2.9,2,12,12,0.84,2
CCN1CSC(=S)N(Cc2ccc(OC)cc2)C1,18,-7,0.3,2,6,-11,1.1,1
O=C1N/C(=C/c2cccn2-c2ccc(F)cc2)C(=O)N1Cc1ccccc1,-53,12,1.3,1,-2,-2,0.95,-10
CCN1C(=S)N[C@@H](CCc2ccccc2)[C@H](C(=O)OC)[C@H]1C,8,-10,-0.9,-2,-2,-12,0.99,2
COc1ccc2c(c1OC)C(=O)OC2c1c(O)nc(SC)n(-c2ccccc2)c1=O (stereo not given),13,-8,-2.9,4,-22,-7,1.1,1
O=C1N=C(N2CCOCC2)SC1=Cc1ccco1,-8,-2,-1.1,-1,23,/,/,2
CCCCCSc1nc2c(c(=O)[nH]c(=O)n2C)n1C(C)C,6,-2,1.8,-3,11,-4,0.98,0
CC(=O)c1ccc(-n2c(SCC(=O)c3c[nH]c4ccccc34)nc3ccccc3c2=O)cc1,-8,23,5.2,16*,9,3,1,-6
O=C(O)c1nc(Cl)c(Cl)c(N/N=C/c2ccccc2C(F)(F)F)c1Cl,17,5,-3.2,-1,-42,-3,1.1,-1
Cc1cc(O)c(C(C)C)cc1N=C1CSC(=O)N1,11,-5,48,-6,2,-5,0.84,5
CC(C)CCNC(=O)CN(C(=O)CCC(=O)Nc1ccccn1)c1ccc2c(c1)OCCO2,26,-10,0.5,1,13,-8,1.1,1
Cc1ccc(S(=O)(=O)N(C)c2ccc(OC(=O)c3cccs3)cc2)cc1,24,21,-0.8,2,13,9,1.1,-2
CCN(CC)S(=O)(=O)c1ccc(N2CCCC2)c(NC(=O)c2ccccc2OC)c1,23,-6,1.3,-1,-1,-13,1,-4
COc1ccc(C2C(C(=O)N3CCCC3)CC(=O)N2c2ccc(OC)cc2)cc1 (stereo not given),16,-14,-0.6,-1,2,-14,1,3
CC1CCN(S(=O)(=O)c2ccc3ncn(CC(=O)N(C)C4CCCCC4)c(=O)c3c2)CC1,4,-2,0.1,3,-24,0,0.95,1
COc1ccc(C)cc1S(=O)(=O)n1ccnc1C,-2,-6,-1.5,0,-13,5,1,3
Cn1c(SCC(=O)N2CCCC2)nnc1-c1ccc2c(c1)OCO2,16,4,-2.3,0,-2,-2,1,2
COc1cccc(/C=C2/SC(=O)N(CC(=O)N3CCc4ccccc4C3)C2=O)c1OCC(=O)O,-86,10,-1.3,0,-11,3,0.94,2
CCOC(=O)C1=C(N)N(c2ccccc2)C(=O)C1,36,8,1.5,-2,-13,-17,0.91,3
